# TRPC6 inh: mouse TRPC6 channel inhibition; HEK293-TRPC6, membrane potential dye, ACh-evoked depolarization; active compounds read low; B-score at 10 µM; 310,000 compounds, 1.1% hits; AID 2553;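 active = B-score under library mean minus 3 SD, initial fluorescence not abnormally high, positive integrated signal ratio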;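 note: B-score derived from integrated fluorescence ratio over the kinetic read; more negative B-score means stronger inhibition of depolarization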
# Target sequence (Q61143 whole entry, looked up): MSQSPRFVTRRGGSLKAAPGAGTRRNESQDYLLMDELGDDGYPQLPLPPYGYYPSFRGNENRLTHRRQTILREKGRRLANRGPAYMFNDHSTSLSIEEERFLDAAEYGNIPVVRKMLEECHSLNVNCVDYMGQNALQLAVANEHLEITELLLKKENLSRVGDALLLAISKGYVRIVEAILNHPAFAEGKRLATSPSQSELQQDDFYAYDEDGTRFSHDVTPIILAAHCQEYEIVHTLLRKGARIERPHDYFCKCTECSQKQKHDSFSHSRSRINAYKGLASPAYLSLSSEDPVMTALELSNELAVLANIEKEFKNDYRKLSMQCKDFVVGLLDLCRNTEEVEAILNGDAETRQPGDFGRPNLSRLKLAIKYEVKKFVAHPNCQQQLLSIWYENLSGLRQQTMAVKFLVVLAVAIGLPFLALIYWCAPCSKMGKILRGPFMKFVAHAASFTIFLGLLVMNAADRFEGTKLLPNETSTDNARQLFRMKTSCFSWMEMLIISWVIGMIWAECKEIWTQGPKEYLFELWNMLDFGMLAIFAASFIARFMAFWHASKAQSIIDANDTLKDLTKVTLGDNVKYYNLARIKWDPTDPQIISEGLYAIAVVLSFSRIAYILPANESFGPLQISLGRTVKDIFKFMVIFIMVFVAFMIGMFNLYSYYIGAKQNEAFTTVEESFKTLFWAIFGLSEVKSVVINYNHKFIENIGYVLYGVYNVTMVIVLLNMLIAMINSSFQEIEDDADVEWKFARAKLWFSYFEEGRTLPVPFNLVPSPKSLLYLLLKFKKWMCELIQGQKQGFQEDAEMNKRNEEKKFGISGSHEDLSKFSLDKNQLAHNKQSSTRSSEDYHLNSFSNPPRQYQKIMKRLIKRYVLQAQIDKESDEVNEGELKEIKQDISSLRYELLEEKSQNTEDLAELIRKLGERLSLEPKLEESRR
# TRPC4 potent: TRPC4 (mouse) allosteric potentiation | HEK293 TRPC4beta/mu-opioid, DAMGO EC20, Fluo-4 Ca2+ flux; active compounds read high | 310,000 compounds, 0.42% hits | B-score at 10 µM;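 active = B-score of calcium response area above 5 SD of library B-scores, with initial fluorescence ratio within 5 SD of library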;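 note: B-score of integrated fluorescence ratio over time as area under calcium response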
# IEC-6 tox: counter-screen for KLF5 inhibitors: cytotoxicity in IEC-6 cells. IEC-6 cytotoxicity, luminescence viability. inhibition, % at 5 µM. 290,000 compounds, 0.78% hits. AID 1825; in the data active = inhibition above about 22%;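 note: 0% = plate median of test compound wells and 100% = cytotoxic reference compound wells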
# MrgX1 antag: blocks BAM8-22 activation of human MrgX1 receptor; Q96LB2; MRGX1-HEK293 calcium flux, Fluo-4, BAM8-22 antagonism; active compounds read low; B-score at 10 µM; AID 588676; 310,000 compounds, 1.3% hits;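 active = calcium-response B-score plate-corrected more than 3 library SD below zero, starting fluorescence within 5 deviations, no agonist response on first addition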;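 note: peak minus trough fluorescence over baseline after final BAM8-22 challenge near maximal dose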
# HIF act: HIF pathway transcriptional activation; U2OS HRE-luciferase reporter, luminescence; normalized: DMSO 0%, desferrioxamine 100%; activation, % at 7.5 µM (by protocol); 300,000 compounds, 0.32% hits; AID 1910;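 active = mean activation of at least 10% of the iron chelator positive control signal, with at least half of replicates also reaching 10%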
# TRPC4 inh: inhibitors of mouse TRPC4 channel; 300,000 compounds, 0.39% hits; HEK293 TRPC4beta/mu-opioid, DAMGO-evoked Fluo4 calcium flux; active compounds read low; Q9QUQ5; B-score at 10 µM;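 active = B-score over 3 SD under the library average, no early fluorescence shift, positive overall ratio signal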
#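 Assay system – HEK293 line stably carrying TRPC4beta and mu-opioid receptor · Doses – single dose · Detection – Fluo4 calcium-dye fluorescence, kinetic read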
# SKKanGAS inh: SKKanGAS growth inhibition; inhibition, % at 7.5 µM; 300,000 compounds, 1.3% hits; S. pyogenes SKKanGAS, kanamycin growth, BacTiter-Glo, 6 h; AID 1662;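 active = mean replicate score, as percent of positive control median, at least 50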;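 note: strain carries kanamycin resistance gene driven by streptokinase promoter and grows in 40 µg/ml kanamycin; loss of luminescence reflects streptokinase promoter inhibition or plain growth inhibition; 0% = median of DMSO wells and 100% = positive control at its reference dose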
# KLF5 inhibitor: kruppel-like factor 5 inhibition; DLD-1 KLF5 promoter-luciferase reporter, luminescence; inhibition, % at 5 µM; 290,000 compounds, 0.23% hits; AID 1700;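 active = inhibition above a per-plate limit of that plate's mean compound inhibition plus 3 SD, cut at about 60% in these data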;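 note: 0% = DMSO wells and 100% = LY294002 at 200 µM; higher means less KLF5 promoter-driven luciferase light; inactives centre near -14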
# TRPC4 act: activators of mouse TRPC4 channel | HEK293 TRPC4beta/mu-opioid, Fluo4 calcium fluorescence; active compounds read high | 310,000 compounds, 0.49% hits | B-score at 10 µM | Q9QUQ5;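 active = B-score above 5 SD of library B-scores, and initial fluorescence ratio not above library mean plus 5 SD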;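 note: positive B-score marks a calcium rise read as TRPC4 activation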
#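 Assay system: HEK293 cells stably co-expressing mouse TRPC4beta and mu-opioid receptor / Timing: Fluo4 dye loading 45 min at room temperature, 110 s recording / Signal: Fluo4 calcium-sensitive dye fluorescence, kinetic, 1 Hz baseline / Read-out: integrated baseline-normalised fluorescence ratio, converted to per-well B score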
# aSyn 5UTR inh: 5' untranslated region of α-synuclein, MLPCN primary screen | alpha-synuclein 5'UTR reporter, inhibitor activity | inhibition, % (tested at 7.5 µM) | 300,000 compounds, 0.82% hits | AID 1813; in the data active = inhibition above about 60%;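 note: H4 neuroglioblastoma cells stably carrying SNCA 5'UTR luciferase fusion; 0% = DMSO wells and 100% = positive control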
# TRPC6 activator: activators of mouse TRPC6 channel; AID 2550; HEK293-TRPC6 membrane potential dye fluorescence; active compounds read high; B-score at 10 µM; Q61143; 310,000 compounds, 0.13% hits;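 active = B-score of the integrated fluorescence ratio above library mean plus 3 SD, and starting fluorescence ratio within library mean plus 5 SD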;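 note: higher score means more depolarization so channel activation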
# * = called active by the depositor; i = inactive; / = no result given.
SMILES,TRPC6 inh,TRPC4 potent,IEC-6 tox,MrgX1 antag,HIF act,TRPC4 inh,SKKanGAS inh,KLF5 inhibitor,TRPC4 act,aSyn 5UTR inh,TRPC6 activator
CCc1ccc(/C=C2\Oc3c(ccc(O)c3CN3CCN(C)CC3)C2=O)cc1,i,i,-3,i,-0.2,i,3,1,i,-15,i
CN(c1ccccc1C(=O)NCc1ccccc1Cl)S(=O)(=O)c1ccccc1,i,i,-5,i,1.1,i,4,8,i,1,i
Cc1cc2ncn(/N=C/c3ccc([N+](=O)[O-])s3)c2cc1C,i,i,1,i,-0.5,i,22,-26,i,-117,i
CCOC(=O)c1ccc(NC(=S)Nc2ccc3[nH]c(=O)[nH]c3c2)cc1,i,i,4,i,0.5,i,7,-12,i,-5,i
CN1C(=O)N(C)C2(c3ccccc3)N(C)C(=O)NC12c1ccccc1 (stereo not drawn),i,i,6,i,0.6,i,5,-6,i,0,i
Cc1cc(-c2ccc(C)c(S(=O)(=O)N3CCN(c4ccc(F)cc4)CC3)c2)on1,i,i,4,i,-1.2,i,-5,-7,i,22,i
CCOc1ccc(NC(=S)NCCCc2ccccc2)cc1,i,i,-4,i,-1.5,i,6,7,i,11,i
CS(=O)(=O)Nc1ccccc1C(=O)Nc1ccc2c(c1)OCCO2,i,i,3,i,-0.8,i,-9,-15,i,-11,i
C=CCn1c(SCC(=O)NCc2ccc3c(c2)OCO3)nnc1C1COc2ccccc2O1 (stereo not drawn),i,i,-5,i,-0.3,i,-5,-23,i,23,i
O=C(Cn1cnc2ccccc2c1=O)NC1CCS(=O)(=O)C1 (stereo not drawn),i,i,/,i,-0.1,i,0,/,i,-8,i
Nc1nnnn1CC(=O)N/N=C/c1cc([N+](=O)[O-])ccc1O,i,i,-2,i,-0.5,i,5,-29,i,-16,i
CCOC(=O)N1CCN(C(=O)c2ccc3c(c2)N(Cc2ccccc2)CCS3)CC1,i,i,6,i,-0.1,i,7,-19,i,29,i
Cc1n[nH]c(=O)nc1NC(C)c1ccccc1 (stereo not drawn),i,i,0,i,0.0,i,-1,-6,i,-19,i
CCOc1ccc(CCNC(=O)CCc2nnc3ccc(N4CCOCC4)nn23)cc1OCC,i,i,0,i,0.2,i,0,-5,i,26,i
O=C(Nc1ccccc1)C1C2CCC3C(CCC21)C3(Cl)Cl (stereo not drawn),i,i,0,i,0.0,i,3,-9,i,-6,i
COc1ccc(CCNC(=O)C2CCN(S(=O)(=O)N3CCCCCC3)CC2)cc1OC,i,i,-1,i,-0.1,i,-2,-17,i,13,i
O=C(OCC(=O)N1CCc2ccccc21)C1=COCCO1,i,i,4,i,1.1,i,-15,5,i,-45,i
COc1ccc(OCCCC(=O)NCCc2nc3ccccc3[nH]2)cc1,i,i,-11,i,0.1,i,-9,-12,i,-1,i
CSCC(O)Cn1ncc2ccccc2c1=O (stereo not drawn),i,i,3,i,0.7,i,1,-18,i,-40,i
CCN(CC)c1ccc(/C=N/Nc2ccccc2)c(O)c1,i,i,-5,i,1.5,i,-3,-28,i,-62,i
CCC1C(=O)NCCN1C(=O)c1ccc(OC)c(OC2CCN(C(C)=O)CC2)c1 (stereo not drawn),i,i,-4,i,-0.2,i,0,-38,i,15,i
N=C1/C(=C\c2coc3ccccc3c2=O)C(=O)N=C2SC(c3ccncc3)=NN12,i,i,-3,i,-0.6,i,21,-22,i,6,i
O=C(CSc1ccc(-c2ccc(Br)cc2)nn1)N1CCOCC1,i,i,-3,i,1.3,i,-8,-31,i,-32,i
O=C1NCCCc2nonc21,i,i,-4,i,-0.5,i,1,-19,i,11,i
O=C(Nc1cc(Cl)ccc1-n1cncn1)c1cccs1,i,i,/,i,-0.2,i,-6,/,i,40,i
Cc1c(Br)c([N+](=O)[O-])nn1CC(=O)NCC1CCCO1 (stereo not drawn),i,i,5,i,-0.1,i,-1,-11,i,-3,i
NC(=O)CC[C@H](NC(=O)OCc1ccccc1)C(=O)OCc1ccc(Cl)cc1,i,i,4,i,-0.4,i,-1,-11,i,6,i
CC(C)c1nnc(SCC(=O)N2CCOCC2)n1C,i,i,1,i,-0.5,i,3,-26,i,-9,i
CCOc1ccc(Nc2nc3cc(S(=O)(=O)CC)ccc3o2)cc1,i,i,-2,i,0.4,i,3,-52,i,-3,i
COc1ccc(NC(=O)C2CCN(S(=O)(=O)c3c(C)noc3C)CC2)cc1Cl,i,i,1,i,0.1,i,4,-28,i,19,i
COC(=O)[C@@H](NC(=O)NCc1cccs1)C(C)C,i,i,2,i,-0.3,i,6,-18,i,-1,i
NC(=O)[C@H]1CC2(CC(c3cccc(NC(=O)COc4ccc(Cl)cc4)c3)=NO2)CN1C(=O)[C@H]1CCC(=O)N1 (stereo partly drawn),i,i,/,i,-0.4,i,1,/,i,1,i
COc1cccc(OC)c1C(=O)NC(=S)N1CCN(c2ccc(C(F)(F)F)cc2[N+](=O)[O-])CC1,i,i,8,i,-0.2,/,10,13,i,13,i
CCc1cc2c(=O)n(Cc3ccco3)c(SCC(=O)NCC3CCCO3)nc2s1 (stereo not drawn),i,i,4,i,0.2,i,2,18,i,7,i
NC(=O)c1cc(S(=O)(=O)Nc2cccc(Cl)c2)cs1,i,i,-1,i,-0.3,i,0,-59,i,-1,i
CCOC(=O)c1cc2cc(C)ccc2[nH]1,i,i,3,i,1.6,i,1,-94,i,-132,i
O=C(NC(=S)Nc1sc2c(c1C(=O)O)CCCC2)c1ccccc1,i,i,-3,i,2.0,i,11,-37,i,-55,i
CC1CC=C2C(C#N)=C(N)C(C#N)(C#N)C(c3cccs3)C2C1 (stereo not drawn),i,i,-3,-5.6*,-0.2,i,5,-6,i,-38,i
COC(=O)C(NC(=O)CNS(=O)(=O)c1ccc(Br)cc1)c1ccccc1 (stereo not drawn),i,i,5,i,0.4,i,3,0,i,-1,i
CC1=C(C(=O)OCCOc2ccccc2)C(c2coc3ccccc3c2=O)C2=C(CCCC2=O)N1 (stereo not drawn),i,i,-1,i,-1.9,i,-2,-29,i,31,i
COc1ccc(CC(=O)Nc2nnc(SCC(=O)NCc3ccco3)s2)cc1OC,i,i,-4,i,-0.6,i,2,-15,i,-18,i
CCCCOC(=O)C1=C(C)Nc2ncnn2C1c1cccc(OC)c1 (stereo not drawn),i,i,-8,i,-0.3,i,11,4,i,2,i
Cc1ccccc1NC(=O)CNC(=O)Cc1cccc2ccccc12,i,i,/,i,-0.2,i,25,/,i,-14,i
CCOc1cc(/C=C2/C(=O)ON=C2C)ccc1OCc1ccccc1F,i,i,-6,i,0.8,i,8,-1,i,-31,i
O=C(CCl)N=c1sccn1Cc1ccccc1Cl,i,i,100*,i,/,i,7,-8,i,-11,i
COc1cc(C=O)ccc1OCCOCCOc1ccccc1Cl,i,i,1,i,-0.6,i,-6,-38,i,6,i
CC(=O)c1c(C)n(-c2ccc(Cl)cc2)c2ccc(O)cc12,i,i,-10,i,-3.5,i,-11,-55,i,-20,i
CC(=O)c1cccc(NC(=O)CC2Oc3ccc(C)cc3NC2=O)c1 (stereo not drawn),i,i,2,i,-0.2,i,-8,-25,i,-10,i
CCC(C(=O)NC1CCCC1)N(C(=O)c1snc(C(N)=O)c1N)c1ccc(OC)cc1 (stereo not drawn),i,i,-7,i,-0.9,i,6,4,i,14,i
Cc1ccc2c(C)c(C(=O)N3CCC(O)(c4ccccc4)CC3)oc2c1C,i,13*,4,i,-0.3,i,16,-14,i,-4,i
COC(=O)[C@@H]1C[C@@]2(O)[C@@H](O)[C@@H](O)[C@@H](O)C[C@H]2N1CC1CCCCC1,i,i,/,i,0.2,i,-4,/,i,-4,i
Cc1cccc2c3c([nH]c12)CCN(C)C3,i,i,0,i,0.2,i,-1,-11,i,-13,i
Cc1nc(S(=O)(=O)c2ccc(Cl)cc2)c(N(C)C)o1,i,i,2,i,0.1,i,-3,-11,i,-7,i
Cc1csc(SCC(=O)NCCc2ccc(Cl)cc2Cl)n1,i,i,-3,i,-0.4,i,2,-5,i,4,i
O=C(/C(=C/c1ccc(Cl)cc1)c1nc2ccccc2[nH]1)c1ccccc1,i,i,-11,i,7.6,i,32,-36,i,-217,i
CCOC(=O)NN=C1c2ccccc2-c2ccccc21,i,i,2,i,-1.0,i,-13,-10,i,-1,i
O=C(NCC1CCCN1S(=O)(=O)c1cccs1)C(=O)Nc1ccc(F)cc1 (stereo not drawn),i,i,/,i,0.9,i,1,/,i,-56,i
O=S(=O)(NCc1ccccn1)c1ccc(Cl)c(C(F)(F)F)c1,i,i,4,i,-0.2,i,-7,3,i,6,i
COc1ccc(C2=Nn3c(nnc3-c3cc(C)[nH]n3)SC2)cc1,i,i,6,i,0.2,i,-2,-20,i,38,i
O=C(CN1CCN(Cc2ccc3c(c2)OCO3)CC1)N1CCc2[nH]c3ccc(F)cc3c2C1,i,i,4,i,-0.5,i,0,-41,i,37,i
# (next part)
SMILES,TRPC6 inh,TRPC4 potent,IEC-6 tox,MrgX1 antag,HIF act,TRPC4 inh,SKKanGAS inh,KLF5 inhibitor,TRPC4 act,aSyn 5UTR inh,TRPC6 activator
C(C#CCCCCCCCCC[n+]1ccccc1)#CCCCCCCCCC[n+]1ccccc1,i,i,51*,i,0.3,i,62*,46,84*,73*,i
CCn1cc(/C=N\NC(=O)C2(C)CC2(Cl)Cl)c(C)n1 (stereo not drawn),i,i,2,i,0.1,i,-5,-20,i,-15,i
O=C(c1cc2cc(Cl)ccc2o1)N1CCCC1,i,i,-1,i,2.2,i,-2,-52,i,-60,i
O=C(NC1CCCCNC1=O)c1ccc(Cl)cc1 (stereo not drawn),i,i,-3,i,0.2,i,-2,-31,i,-18,i
COc1cc(NC(=S)NC(=O)c2ccccc2F)ccc1NC(=O)c1cccs1,i,i,5,i,0.6,i,-2,-13,i,-24,i
CC(C)OCCCNC(=O)CNC(=O)c1cccs1,i,i,2,i,-0.1,i,-5,-20,i,1,i
O=C(Cn1c(CO)nc2ccccc21)Nc1cc(C(F)(F)F)ccc1N1CCOCC1,i,i,-3,i,0.1,i,2,-29,i,1,i
COc1ccc(/C=C/C(=O)Nc2cc(S(=O)(=O)N3CCCCC3)ccc2N2CCCCC2)cc1OC,i,i,-2,i,-0.3,i,7,-3,i,15,i

# Rewritten with two lines to a compound: entries from further up.
# Every second line gives: TRPC6 inh | TRPC4 potent | IEC-6 tox | MrgX1 antag | HIF act | TRPC4 inh | SKKanGAS inh | KLF5 inhibitor | TRPC4 act | aSyn 5UTR inh | TRPC6 activator
CCn1cc(/C=N\NC(=O)C2(C)CC2(Cl)Cl)c(C)n1 (stereo not drawn)
  i | i | 2 | i | 0.1 | i | -5 | -20 | i | -15 | i
COc1cc(NC(=S)NC(=O)c2ccccc2F)ccc1NC(=O)c1cccs1
  i | i | 5 | i | 0.6 | i | -2 | -13 | i | -24 | i

# Compound activity deposited in PubChem BioAssay by several laboratories.
